MT stabilize HCS: microtubule stabilizers in HeLa cells, primary screen, imaging, high-content imaging; HeLa tubulin immunostaining HCS, 24 h; share of cells brighter than vehicle mean+2SD; % tubulin-high responders, % at 10 µM; hit rate 0.83% among 200,000; AID 2205, 2009;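 active = plate Z-score above 3 for both tubulin-high and condensed-nucleus cell shares, with cell loss under 80%, at 10 µM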;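 note: anti alpha tubulin signal scored within the nucleus-defined area of each cell; some results filed as inactive read as strong as hits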
CSM14.1 death rescue: rescue of cells from ER stress-induced death, primary screen, 384-well, CSM14.1, thapsigargin, ATP luminescence (AID 1222) | CSM14.1 thapsigargin-induced death rescue, ATP luminescence; higher % means a stronger effect | 190,000 tested, under 10 active | one-dose cellular ATP content (survival), % at 20 µM; EC50 in µM for titrated hits;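 active = EC50 below 50 µM in the dose-response confirmation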;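 note: death triggered by thapsigargin at about 15 µM added after 2 h compound pretreatment; cell ATP read after overnight thapsigargin exposure of roughly 18 to 22 hours; normalized against plate controls of thapsigargin alone and 5% DMSO vehicle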
Dynein cargo inh: inhibitors of GR-EGFP nuclear translocation, primary screen, dynein cargo transport inhibitor project, imaging, high-content, 3617.4 mouse cells; test concentration mostly 20 µM; stimulated with dexamethasone, 1 µM; active compounds read low; z-score, hits read low; hit rate 0.47% among 220,000; AID 1381, 2008;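 active = plate z-score of nuclear minus cytoplasmic receptor signal below a set negative limit, without overly bright fluorescence or cell loss, cut at about -3.5 in these data, passing the limit was not always enough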;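 note: z-score of nuclear minus cytoplasmic ring GR-EGFP intensity difference per well; some compounds called inactive have numbers as strong as hits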
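Buffer or medium: tetracycline-free induction medium containing charcoal-stripped FBS / Reagent: dexamethasone agonist, 1.0 µM final, for 30 min / Technique: automated 10x imaging of fixed Hoechst-stained cells / Times: induction 48 h, compound 1 h, agonist 30 min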
Ins promoter up: insulin promoter activators in MIN6 cells, imaging, high-content screening, mouse beta cells; MIN6 insulin promoter-GFP reporter; active compounds read high; z-score at 5 µM; hit rate 0.3% among 190,000;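 active = z-score above 3 at 5 µM with at least 500 cells counted in the well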
WT yeast gro inh: growth inhibition of WT strain, primary screen, mitochondrial fusion inhibitor project, WT and mutant strains, chemical genetic. AID 1362, 2008. inhibition, % at 10 µM. mitochondrial fusion phenotypic screen. hit rate 2.1% among 190,000; in the data active = inhibition above about 58%; tested in S. cerevisiae
XIAP displacement: XIAP antagonists, biochemical, IAP family, fluorescence polarization (AID 1018); one-dose displacement, % at 20 µM; IC50 in µM for titrated hits; E3 ubiquitin-protein ligase XIAP (Homo sapiens); hit rate 0.007% among 200,000; XIAP BIR domain, fluorescence polarization peptide displacement; higher % means a stronger effect; in the data active = displacement above about 50%; note: a part of the inactive calls stands beside numbers as strong as those of hits
Lipid droplet: inhibitors of hepatocyte lipid droplet formation, primary screen, imaging, high-throughput imaging, BODIPY stain; AML12 mouse hepatocytes, oleate lipid droplets; inhibition, % at 6.5 µM; hit rate 0.4% among 240,000; AID 1656, 2009;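 active = lipid droplet intensity inhibited by at least 50%, with more than 500 cells counted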
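System: AML12 hepatocytes (mouse). Probe or stimulus: oleic acid at 100 µM to induce lipid droplet formation. Times: overnight treatment with compound plus oleate. Detection: Image-based BODIPY and DAPI two-channel analysis. Evaluation: percent inhibition of filter-corrected integrated lipid droplet intensity per well.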
bCat nuc transl: modulators of beta-catenin nuclear translocation, primary screen, imaging, HeLa cells, immunofluorescence, high-content; nuclear translocation activity, % at 5 µM; AID 1665, 2009; hit rate 0.3% among 190,000;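 active = nuclear translocation activity above 50% at 5 µM, with a well cell count of 50 or more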;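 note: per-cell ratio of nuclear to cytoplasmic median beta-catenin stain intensity; plate controls were DMSO negative control for no effect and GSK-3 inhibitor IX positive control for full effect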
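Assay system: human HeLa cells, native beta-catenin; doses: 5 µM primary, 0.02–20 µM confirmation; incubation: compound treatment 24 h, 37°C, 5% CO2; technique: fluorescence imaging of beta-catenin antibody stain plus DAPI; measure: % activation, nuclear-to-cytoplasmic median beta-catenin signal ratio per cell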
Autophagy HCS: autophagy modulators in MEF cells, primary screen, imaging, high-content, MEF GFP-LC3 | hit rate 0.98% among 190,000 | calls only at 10 µM (by protocol) | MEF GFP-LC3 puncta imaging; test concentration mostly 10 µM;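 active = percentage of spot-positive cells more than 3 SD above its plate mean, without a fluorescence outlier flag or 80% toxicity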;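 note: spot-positive cell cutoff set from DMSO-treated cells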
WT yeast gro inh mutant strain: also measured in WT yeast gro inh; calls as there; inhibition, %; mitochondrial fusion phenotypic screen, mutant strain inhibition
Dynein cargo inh cytoplasmic EGFP: recorded beside Dynein cargo inh, whose call it bears; z-score; measured here: cytoplasmic GR-EGFP intensity; active compounds read high
Dynein cargo inh nuclear GR-EGFP: also measured in Dynein cargo inh; calls as there; z-score; measured here: nuclear GR-EGFP intensity;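 lower value marks the stronger effect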
Dynein cargo inh cell count: second read-out of Dynein cargo inh, no call of its own (marks repeat the call); z-score; measured here: cell count per field
Ins promoter up cell count: second read-out of Ins promoter up, no call of its own (marks repeat the call); cell count; measured here: cytotoxicity, nuclei count;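 total cells summed across four imaged fields per well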
Lipid droplet cells 6.5 µM: also measured in Lipid droplet; calls as there; cell count; measured here: cell count, cytotoxicity flag;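 cells counted across two imaged fields per well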
bCat nuc transl cell count 5 µM: further read-out of bCat nuc transl, marked with its call; cell count; measured here: cell count, cytotoxicity flag
MT stabilize HCS Hoechst-high %: also measured in MT stabilize HCS; calls as there; % Hoechst-high responders; measured here: nuclear condensation Hoechst responders;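 share of cells brighter than vehicle mean plus two SD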
MT stabilize HCS cytotoxicity %: recorded beside MT stabilize HCS, whose call it bears; toxicity, %; measured here: cytotoxicity by cell density;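 0% = mean cell density of plate MIN control wells and 100% = no cells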
Autophagy HCS cell loss 18 h: second read-out of Autophagy HCS, no call of its own (marks repeat the call); toxicity, %; measured here: cell loss, nuclei count;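 cell loss after 18 h compound exposure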
* hit, by the source's call; i = inactive; / = no result given; + = active, no number.

| mol | Autophagy HCS cell loss 18 h | MT stabilize HCS Hoechst-high % | WT yeast gro inh | bCat nuc transl cell count 5 µM | MT stabilize HCS | Dynein cargo inh cytoplasmic EGFP | CSM14.1 death rescue | Lipid droplet | bCat nuc transl | Autophagy HCS | MT stabilize HCS cytotoxicity % | Lipid droplet cells 6.5 µM | Dynein cargo inh cell count | Dynein cargo inh | WT yeast gro inh mutant strain | Ins promoter up | Dynein cargo inh nuclear GR-EGFP | Ins promoter up cell count | XIAP displacement |
| --- | --- | --- | --- | --- | --- | --- | --- | --- | --- | --- | --- | --- | --- | --- | --- | --- | --- | --- | --- |
| CCc1nc2oc3ccccc3c(=O)c2c(=O)n1Cc1ccc(OC)cc1 | 5.4 | 2.5 | -12.0 | 957 | 5.8 | -0.41 | -1.0% | / | -2.0 | i | 4.7 | / | 0.211 | 0.378 | -1.0 | -0.16 | 0.494 | 1393 | -1.5% |
| O=C(NCc1ccc2c(c1)OCO2)C(=S)N1CCOCC1 | 11.2 | 2.4 | 2.6 | 934 | 4.6 | -0.296 | 4.4% | 2.2 | 2.4 | i | 7.9 | 655 | -0.761 | 0.493 | 17.7 | 0.33 | 0.739 | 1748 | -3.5% |
| C#CCOCCOCCOCCNc1nc(N2CCN(C(=O)[C@H]([C@@H](C)CC)n3cc([C@@H](N)Cc4ccc(O)cc4)nn3)CC2)nc(N2CCN(C(=O)[C@H](Cc3ccc(O)cc3)n3cc([C@@H](N)C(C)CC)nn3)CC2)n1 (stereo partly drawn) | 23.2 | 1.4 | -2.1 | 1080 | 2.3 | -0.25 | 2.4% | 12.1 | 0.9 | i | 2.8 | 749 | -0.297 | -0.368 | -3.7 | -0.19 | 0.147 | 1439 | -7.1% |
| [NH-]c1ncnc2c1N=C[N+]2=CC=CCO | / | / | / | 1062 | / | 0.169 | / | 16.3 | 0.4 | / | / | 637 | -1.02 | 0.0749 | / | 0.26 | 0.279 | 1454 | / |
| Cc1ccc(C)c(NC(=S)NC(C)C(c2ccccc2)N2CCN(C)CC2)c1 (stereo not drawn) | 7.4 | 3.1 | 12.7 | 1000 | 4.4 | -0.335 | -0.5% | -4.1 | -3.4 | i | 3.6 | 738 | 1.17 | 0.276 | 12.8 | -1.22 | 0.646 | 1353 | -2.5% |
| O=[N+]([O-])c1ccc(NC(=S)NCc2ccncc2)cc1 | 16.8 | 1.5 | -0.4 | 1068 | 1.5 | -0.139 | 0.4% | -5.0 | -0.2 | i | 6.9 | 667 | -0.469 | -0.211 | 9.5 | / | -0.00879 | / | -0.4% |
| COc1ccc(C(C)NC(=O)Cc2ccc(Br)cc2)cc1 (stereo not drawn) | 2.3 | 3.3 | -0.4 | 1051 | 8.2 | 0.00239 | -2.1% | 18.4 | -0.5 | i | 10.5 | 651 | -2.13 | 2.66 | -23.8 | 0.55 | 1.27 | 1525 | -6.4% |
| COc1ccc(NC(=O)CSc2ncnc3c2nnn3-c2ccc(F)cc2)c(OC)c1 | 38.2 | 1.5 | -2.8 | 1136 | 3.5 | -0.15 | -1.7% | -0.4 | 0.3 | i | 0.2 | 688 | -1.82 | 1.66 | -7.4 | -0.56 | 1.05 | 1339 | -2.9% |
| Cc1sc2nc(C)n(/N=C/c3ccccc3O)c(=O)c2c1C | 0.5 | 2.0 | -6.7 | 1178 | 2.3 | -0.202 | -1.5% | 3.1 | -1.3 | i | 5.9 | 749 | 0.665 | -0.419 | 8.7 | -1.21 | -0.0665 | 976 | -5.4% |
| O=C(NC1CCCC1)C1CCCN1C(=O)Oc1ccccc1 (stereo not drawn) | -38.7 | 2.1 | 5.5 | 1073 | 1.7 | -0.283 | 0.6% | 10.2 | 0.4 | i | 12.0 | 757 | 0.901 | -0.33 | 0.5 | 0.81 | -0.0946 | 1225 | -0.3% |
| CN(C)n1cccc1/C=C(\C#N)S(=O)(=O)c1ccc(Cl)cc1 | / | / | / | 1334 | / | -0.215 | / | 0.7 | 0.7 | / | / | 697 | 0.649 | -0.159 | / | 0.24 | 0.337 | 1097 | / |
| COc1ccc(C(=O)C2CCCN(C(=O)c3c4c(nn3C)CCCC4)C2)cc1F (stereo not drawn) | -30.5 | 2.7 | 2.4 | 926 | 2.9 | -0.142 | -0.5% | 11.3 | -1.2 | i | 9.4 | 702 | 0.579 | -1.16 | 6.5 | -0.83 | -0.485 | 1411 | -3.9% |
| CCc1ccc[n+](-c2nc3ccccc3nc2C(=C=[N-])C#N)c1 | / | / | / | 1367 | / | -0.771 | / | 4.5 | -0.8 | / | / | 676 | 0.624 | -0.991 | / | 0.09 | -0.364 | 1081 | / |
| Cc1sc2ncn(CC(=O)N(CC(=O)NC3CCCC3)Cc3cccs3)c(=O)c2c1C | -14.5 | 2.0 | 4.2 | 1165 | 4.3 | -0.19 | 0.1% | / | 0.7 | i | 3.3 | / | 0.337 | -0.486 | 6.2 | 0.05 | 0.191 | 979 | -8.0% |
| Cc1c(N(C)C(=O)C23CC4CC(CC(C4)C2)C3)c(=O)n(-c2ccccc2)n1C | 15.6 | 0.8 | -4.7 | 1365 | 2.5 | -0.374 | 2.5% | / | 0.3 | i | 5.7 | / | -0.91 | 1.76 | -69.1 | 0.26 | 0.496 | 1549 | -0.3% |
| O=C(Nc1cccc(Cl)c1)Nc1ccccc1-n1ccnc1 | 1.7 | 1.2 | 13.5 | 1182 | 2.6 | -0.305 | -1.7% | -1.7 | -1.2 | i | 4.6 | 689 | 0.549 | -0.924 | 7.2 | 0.99 | -0.34 | 1453 | 1.2% |
| COc1cccc(NC(=O)C2CCCN2C(=O)OCc2ccccc2)c1 (stereo not drawn) | -5.8 | 2.1 | -1.0 | 1122 | 3.5 | -0.21 | / | -8.8 | -1.0 | i | 9.9 | 692 | 0.244 | -0.807 | -2.8 | 0.09 | -0.0645 | 1255 | -7.5% |
| CC(=O)NC(=S)Nc1ccc(S(=O)(=O)N2CCOCC2)cc1 | 37.9 | 1.7 | 6.8 | 1098 | 1.9 | -0.191 | -0.1% | -1.3 | -5.0 | i | 10.2 | 708 | -0.574 | 1.99 | 4.6 | 0.09 | 0.911 | 1664 | -4.4% |
| O=C(CCNS(=O)(=O)c1ccc(Cl)cc1)N1CCC2(O)CCCCC2C1 (stereo not drawn) | 0.7 | 1.4 | -3.2 | 1163 | 1.3 | -0.195 | -1.8% | / | 2.8 | i | 8.5 | / | 0.334 | -0.355 | -0.2 | 1.04 | -0.169 | 1086 | -6.0% |
| CCOC(=O)Cc1csc(N/C(=N/S(=O)(=O)c2ccc(F)cc2F)c2ccccc2)n1 | 1.3 | 4.7 | -3.0 | 1099 | 3.9 | -0.241 | -2.0% | -1.1 | 1.5 | i | 7.2 | 595 | 0.152 | 0.425 | 7.3 | 0.76 | 0.0391 | 1573 | 0.3% |
| CCCc1nc2sc3c(c2c(=O)[nH]1)CCCC3 | 33.8 | 1.4 | -27.0 | 1028 | 4.1 | -0.324 | -0.1% | 4.1 | 0.4 | i | 4.9 | 710 | 1.38 | -0.361 | -19.0 | 0.09 | 0.0667 | 1474 | -6.7% |
| Cn1c(=O)[nH]c(=O)c2[nH]c(CN3CCN(C(=O)c4ccco4)CC3)nc21 | -1.0 | 2.7 | 1.1 | 1097 | 2.9 | -0.17 | 3.1% | 16.1 | 0.4 | i | 33.0 | 697 | -0.157 | 0.984 | -0.8 | 0.12 | 0.884 | 1784 | -3.1% |
| Cc1cc(NC(=O)c2cc(C(C)(C)C)oc2C)no1 | / | / | / | 1126 | / | -0.15 | / | 0.3 | -3.0 | / | / | 714 | 0.551 | -0.0394 | / | -0.25 | -0.129 | 1397 | / |
| COc1cccc2sc(Nc3nnc(-c4cccs4)o3)nc12 | 52.5* | 1.1 | 33.3 | 1437 | 2.4 | -0.192 | -2.9% | / | 1.6 | + | 4.8 | / | -0.849 | 1.03 | 7.2 | -0.26 | 0.707 | 1363 | -4.9% |
| COC(=O)CC1C(=O)NCCN1C(=S)NC(=O)c1sc2ccccc2c1Cl (stereo not drawn) | 13.8 | 1.0 | 4.4 | 1099 | 2.0 | -0.14 | -1.4% | -1.4 | -5.0 | i | 1.2 | 698 | -0.589 | 0.906 | 2.7 | -1.18 | 0.768 | 1488 | -4.5% |
| COc1ccc(C(=O)NNc2ccccc2)cc1 | -3.2 | 1.7 | 30.3 | 847 | 2.3 | -0.017 | -3.9% | -2.5 | 7.1 | i | 13.0 | 673 | 0.341 | 0.114 | 23.4 | -0.53 | 0.162 | 1453 | -3.2% |
| CCc1ccc(/C=C2/C(=O)N(c3ccccc3)C(=S)N2CC(=O)OC)s1 | 38.5* | 1.5 | 28.7 | 1108 | 4.0 | -0.23 | 3.3% | 11.9 | 1.2 | + | 5.8 | 671 | 1.39 | -1.84 | 16.7 | -0.52 | -0.703 | 1394 | -0.4% |
| O=c1oc(-c2ccccc2)nc2sc3c(c12)CCCC3 | -3.4 | 1.5 | 6.2 | / | 1.3 | -0.00103 | -1.4% | 18.1 | / | i | 3.4 | 731 | -0.157 | 0.233 | 20.2 | 0.7 | 0.541 | 903 | -7.8% |
| C=CCN1C(=O)CSc2ccc(C(=O)NCc3ccco3)cc21 | -6.4 | 1.4 | 7.3 | 827 | 2.7 | -0.392 | 0.2% | / | -1.5 | i | 8.8 | / | 0.188 | 0.955 | -19.2 | -0.22 | 0.29 | 1598 | -4.2% |

Screening results as filed in PubChem BioAssay.
